Screens: PubChem BioAssay, several laboratories
Hsp90 inh: displaces geldanamycin probe from tumor Hsp90. P07900. NCI-N417 lysate Hsp90, Cy3B-geldanamycin FP displacement. inhibition, % at 30 µM. 64,000 compounds, 0.35% hits. AID 429;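 active means inhibition above 50%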;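 further: 0% = tracer plus lysate wells and 100% = tracer alone without lysate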
FXIIa inh mix: inhibitors of human coagulation factor XIIa, pooled mixtures; inhibition, % at 5 µM; purified FXIIa, fluorogenic substrate; 62,000 compounds, 0.2% hits; in the data active means inhibition above about 20%, passing the limit was not always enough;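 further: 0% = enzyme without compound and 100% = no enzyme blank; some results filed as inactive read as strong as hits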
Target sequence (P00748 20-372 limits assumed): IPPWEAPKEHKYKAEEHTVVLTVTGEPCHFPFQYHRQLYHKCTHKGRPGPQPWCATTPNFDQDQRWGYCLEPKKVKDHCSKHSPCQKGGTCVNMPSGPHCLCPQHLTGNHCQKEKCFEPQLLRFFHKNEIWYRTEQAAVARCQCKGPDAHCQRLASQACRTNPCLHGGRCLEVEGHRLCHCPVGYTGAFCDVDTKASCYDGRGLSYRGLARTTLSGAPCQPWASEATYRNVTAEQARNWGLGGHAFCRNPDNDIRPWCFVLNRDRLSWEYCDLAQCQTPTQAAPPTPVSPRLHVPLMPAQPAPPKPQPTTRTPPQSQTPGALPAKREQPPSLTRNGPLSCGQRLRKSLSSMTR
Target sequence (P00748 373-615 limits assumed): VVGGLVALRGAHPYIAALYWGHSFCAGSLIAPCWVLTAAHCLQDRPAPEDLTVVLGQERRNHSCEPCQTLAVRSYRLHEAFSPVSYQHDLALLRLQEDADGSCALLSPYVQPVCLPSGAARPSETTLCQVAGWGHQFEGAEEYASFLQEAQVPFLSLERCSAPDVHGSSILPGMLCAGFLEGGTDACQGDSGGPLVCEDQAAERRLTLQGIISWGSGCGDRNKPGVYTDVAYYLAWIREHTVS
RORA act: activators of human nuclear receptor RORA; CHO-K1 Gal4-RORA LBD luciferase reporter, luminescence; percent increase over mock-subtracted basal signal; activation, % at 10 µM; 65,000 compounds, 1.5% hits;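 active means activation above the mean of all tested compounds plus 3 SD, cut at about 49% in these data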;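 further: 0% = DMSO-treated RORA cells and 100% = added signal equal to DMSO minus mock-transfected cells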
Cdc25B block: human M-phase inducer phosphatase 2 inhibition | P30305 | recombinant Cdc25B, OMFP fluorescence Ex485/Em525 | inhibition, %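 (compounds tested at 10 µM final in the well)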 | 65,000 compounds, 0.1% hits; in the data active means inhibition above about 50%
D1 allo mod: allosterically modulates the human D1 dopamine receptor | P21728 | HEK293 D1, CRE-luciferase, dopamine EC30 potentiation; actives deviate in either direction | B-score at 10 µM | 58,000 compounds, 5.9% hits;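 active means luminescence count or its row- and column-corrected plate score outside the 99.7% band of the plate's sample wells, on either side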
HER2 expr 66K: lowers expression of human Her2 kinase; P04626; SKBR-3 HER2 protein level, AlphaScreen, 18-24 h; active compounds read low; HER2 level % of control, % at 10 µM; 65,000 compounds, 0.69% hits; AID 645;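 active means HER2 level under 5% of the carrier-only control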;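 further: 100% = DMSO carrier and 0% = 500 nM PU-H71 HSP90 inhibitor; lower value means stronger loss of Her2 protein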
TNAP act DEA: human TNAP activation, intermediate phosphate acceptor; AID 813; purified TNAP, CDP-star luminescence, 100 mM DEA, 30 min; active compounds read high; scale: 0 levamisole-inhibited, 1 vehicle-only enzyme; 64,000 tested, under 10 active; activation factor at 20 µM;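 active means activation factor of at least 2 at 20 µM, relative to controls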
DUSP1 inh: human dual specificity phosphatase 1 inhibition; P28562; recombinant MKP-1, OMFP hydrolysis fluorescence; inhibition, %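 (compounds tested at a single concentration somewhere between 10 and 100 µM)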; 65,000 compounds, 0.15% hits;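 active means inhibition above about 50%, limit read from the data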;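 further: 0% = DMSO max control wells and 100% = wells with enzyme stopped by NaOH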
SF1 activator: activators of human nuclear receptor SF-1; Q13285; CHO-K1 Gal4-SF-1 LBD luciferase reporter; % increase over DMSO SF-1-specific signal; activation, % at 10 µM; 65,000 compounds, 1.9% hits; AID 522;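 active means activation above the mean activation of all tested compounds plus 3 SD, cut at about 50% in these data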
Target sequence (Q13285 whole entry, looked up, the tested form may be a part): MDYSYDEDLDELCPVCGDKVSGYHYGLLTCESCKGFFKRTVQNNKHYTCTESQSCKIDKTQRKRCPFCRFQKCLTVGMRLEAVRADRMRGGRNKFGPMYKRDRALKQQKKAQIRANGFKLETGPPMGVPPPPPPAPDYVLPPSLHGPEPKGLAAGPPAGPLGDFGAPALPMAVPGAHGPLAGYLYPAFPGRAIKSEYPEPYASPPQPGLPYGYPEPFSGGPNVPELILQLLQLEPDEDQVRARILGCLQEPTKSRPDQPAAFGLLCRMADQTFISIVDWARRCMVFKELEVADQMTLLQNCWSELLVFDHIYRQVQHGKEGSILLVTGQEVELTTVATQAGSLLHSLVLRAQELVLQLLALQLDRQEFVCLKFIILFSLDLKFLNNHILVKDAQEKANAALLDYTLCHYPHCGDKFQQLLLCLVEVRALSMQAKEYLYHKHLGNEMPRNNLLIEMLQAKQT
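System: CHO-K1 cells with Gal4–hSF-1 LBD chimera plus Gal4-driven luciferase; quantity: 4,000 CHO-K1 cells per well; compound: one dose, 10 µM compound, 1% DMSO; times: 20 h compound treatment, 37 °C; measured by: SteadyLite luciferase luminescence; read-out: percent activation versus DMSO; benchmarks: DMSO and mock-transfected background; replicates: one test per compound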
* = called active by the depositor; / = not tested or not shown.

SMILES	Hsp90 inh	FXIIa inh mix	RORA act	Cdc25B block	D1 allo mod	HER2 expr 66K	TNAP act DEA	DUSP1 inh	SF1 activator
COC(=O)c1ccccc1NC(=O)N1CSC[C@H]1C(=O)OC	-2	19	4	6	-0.22	76	0.9	-12	-9
CC(C)CCNC(=O)c1ccc2c(c1)N(Cc1ccccc1)C(=O)CS2=O (configuration not stated)	1	1	-1	-12	-0.83	112	1	9	-4
CCOC(=O)c1ccccc1NC(=O)COC(=O)c1ccc(C)c(S(=O)(=O)N2CCOCC2)c1	/	4	-5	9	/	99	0.9	15	4
Cc1ccc2[nH]c(=O)c(CN(Cc3ccco3)C(=O)c3cccs3)cc2c1	-2	1	-16	3	-1.1	70	0.9	-1	-3
O=C(CCSc1ccccc1)NCCSc1ccccn1	-6	-2	13	-2	0.12	103	0.9	6	0
CCc1c(C)c2cc(Cl)c(O)c(CN(C)C)c2oc1=O	-4	4	-21	-10	1.4	104	1	-2	-2
COC(=O)C(NC(=O)c1ccco1)(Nc1nc(C)cs1)C(F)(F)F (configuration not stated)	-3	/	-19	4	/	102	0.9	-4	-1
CCOc1ncccc1C(=O)NCC1COc2ccccc2O1 (configuration not stated)	-3	22	-8	0	13*	88	0.9	-3	-7
Cc1cc(-c2nnco2)c(C)n1-c1ccc(F)cc1	/	3	-5	-16	-0.0082	4.7*	1	-8	4
O=C(CCn1nc(-c2ccccc2)ccc1=O)N1CCN(c2ccccn2)CC1	-4	5	6	-2	-0.16	92	0.9	11	-4
CN(c1nc2c(c(=O)n(C)c(=O)n2C)n1CC(=O)c1ccccc1)C1CCCCC1	-2	1	42	11	/	54	0.9	12	-1
CN(C(=O)c1ccccn1)c1nnc(-c2cccnc2)s1	0	2	7	-28	-1.9	92	0.9	5	13
CC(C)(C)n1nnnc1C(c1cccnc1)N1CCN(C2CCCCC2)CC1 (configuration not stated)	16	7	-9	8	1.2	100	1.1	24	-12
CCCCN1C(=O)C2C(c3ccc(OC)cc3O)NC(CC(C)C)(C(=O)O)C2C1=O (configuration not stated)	-1	1	1	-2	/	77	1	4	-3
CC1CCCN(c2nc3ccccc3nc2C(C#N)C(=O)OC2CCCCC2)C1 (configuration not stated)	-13	-11	-3	5	-0.37	98	0.9	-8	-15
Oc1ccccc1C1Nc2cccc3cccc(c23)N1	4	3	-10	4	-0.29	8	0.8	-5	8
CCN(CC)C(=O)C1CCCN(Cc2ccccc2F)C1 (configuration not stated)	-1	-9	-9	-5	-0.2	133	0.9	9	16
Cc1nc(N)nc(C)c1Cc1ccccc1	-3	3	-24	-2	-1.1	86	1	-7	7
Cc1ccc(N(CC(=O)N2CCN(C3CCCCC3)CC2)S(=O)(=O)c2cccnc2)cc1	1	1	-1	-6	-1.5	114	0.9	26	2
CCn1cc(C(=O)NC2CCCCCC2)c2cc(OC)c(OC)cc2c1=O	/	7	12	-11	0.33	76	1	28	4

Fetched one by one from the entries so far:
SMILES	Hsp90 inh	FXIIa inh mix	RORA act	Cdc25B block	D1 allo mod	HER2 expr 66K	TNAP act DEA	DUSP1 inh	SF1 activator
CCCCN1C(=O)C2C(c3ccc(OC)cc3O)NC(CC(C)C)(C(=O)O)C2C1=O (configuration not stated)	-1	1	1	-2	/	77	1	4	-3
CCN(CC)C(=O)C1CCCN(Cc2ccccc2F)C1 (configuration not stated)	-1	-9	-9	-5	-0.2	133	0.9	9	16
Cc1ccc(N(CC(=O)N2CCN(C3CCCCC3)CC2)S(=O)(=O)c2cccnc2)cc1	1	1	-1	-6	-1.5	114	0.9	26	2
COC(=O)C(NC(=O)c1ccco1)(Nc1nc(C)cs1)C(F)(F)F (configuration not stated)	-3	/	-19	4	/	102	0.9	-4	-1

Additional compounds.
SMILES	Hsp90 inh	FXIIa inh mix	RORA act	Cdc25B block	D1 allo mod	HER2 expr 66K	TNAP act DEA	DUSP1 inh	SF1 activator
O=C(CSc1nnc2ccccn12)NC(=O)NC1CCCC1	-2	1	20	-4	0.48	132	0.9	2	-10
O=C(COc1ccc(-n2cnnn2)cc1)NC(=O)NCc1ccccc1	-3	-1	-7	-14	-4.4*	115	0.9	10	6
CCOC(=O)c1ccccc1NC(=O)CSc1nnc(COc2ccccc2C)n1C	0	0	-7	-4	-0.28	100	0.8	-5	4
Cc1ccc(C)c(OCC(=O)Nc2ccc3c(c2)OCO3)c1	-3	4	-17	-11	-0.83	93	0.9	0	-10
COc1ccc(N2CCN(C(c3cccs3)C(C)NS(=O)(=O)c3ccccc3)CC2)cc1 (configuration not stated)	0	7	-21	-6	-0.3	77	0.9	3	-6
CC1(C)NC(=O)N(CC(O)COc2cc3ccccc3cc2C(=O)N2CCCCC2)C1=O (configuration not stated)	-3	/	-2	-4	/	71	0.9	-5	-1
COCCOC(=O)C1=C(C)N=C2SCCC(=O)N2C1c1cc(Br)ccc1OC (configuration not stated)	-2	0	-1	-8	-0.29	89	1	2	-6
COc1ccc(-c2csc(NCc3ccco3)n2)cc1C	-8	4	49*	-1	1.1	94	1	13	80*
CN(C)c1ccc(-c2nnn(CC(=O)N3c4ccccc4CCc4ccccc43)n2)cc1	0	5	2	12	-0.33	95	0.9	-13	-1
CCOC(=O)N1CCC(N2Cc3cccc(C(=O)N4CC(C)CC(C)C4)c3C2=O)CC1 (configuration not stated)	-6	6	-12	1	-1.2	83	1	8	17
CC(=O)Nc1cc(C(F)(F)F)ccc1OCC1CCCO1 (configuration not stated)	/	4	-2	2	-1.9	120	0.9	5	-12
COc1ccc2occ(C(=O)c3ccc(N=C(C)N(C)C)cc3)c2c1	/	1	/	-16	-0.94	/	0.9	6	/
CCN(CC)C(=O)c1cc(-c2ccc(Br)cc2)on1	-2	1	18	-5	0.92	88	0.9	21	56*
O=C(Nc1ccccc1C(=O)N1CCCC1)C1CCN(c2ncccn2)CC1	6	2	-11	-1	-0.44	68	1	3	3
COC(=O)c1ccc(CNC(=O)COc2ccccc2Br)o1	-2	2	-5	-4	-0.33	109	0.9	-6	4
Clc1ccc(Cl)c(OCCN2CCOCC2)c1	-2	1	5	-7	-2.1	67	0.9	28	-2
CCCCNC(=O)Nc1ccon1	-2	-13	-19	-7	1.2	78	0.9	12	-12
COc1ccc(S(=O)(=O)N(C(C)=O)c2ccc3oc(=O)sc3c2)cc1	-3	7	1	8	-1.6	102	0.8	2	-4
CCOC(=O)N1CCC(NC(=O)c2cc3c(=O)n(C)c4ccccc4c3n2C)CC1	-2	-23	-14	-14	-0.68	108	0.8	18	9
CN(Cc1nc(-c2ccccn2)no1)S(=O)(=O)c1ccccc1	-1	3	17	-13	1.6	87	1	-3	17

Part of the list above in another layout.
mol: CCCCNC(=O)Nc1ccon1
- Hsp90 inh: -2
- FXIIa inh mix: -13
- RORA act: -19
- Cdc25B block: -7
- D1 allo mod: 1.2
- HER2 expr 66K: 78
- TNAP act DEA: 0.9
- DUSP1 inh: 12
- SF1 activator: -12

mol: COc1ccc(S(=O)(=O)N(C(C)=O)c2ccc3oc(=O)sc3c2)cc1
- Hsp90 inh: -3
- FXIIa inh mix: 7
- RORA act: 1
- Cdc25B block: 8
- D1 allo mod: -1.6
- HER2 expr 66K: 102
- TNAP act DEA: 0.8
- DUSP1 inh: 2
- SF1 activator: -4

mol: CCOC(=O)N1CCC(NC(=O)c2cc3c(=O)n(C)c4ccccc4c3n2C)CC1
- Hsp90 inh: -2
- FXIIa inh mix: -23
- RORA act: -14
- Cdc25B block: -14
- D1 allo mod: -0.68
- HER2 expr 66K: 108
- TNAP act DEA: 0.8
- DUSP1 inh: 18
- SF1 activator: 9

mol: CN(Cc1nc(-c2ccccn2)no1)S(=O)(=O)c1ccccc1
- Hsp90 inh: -1
- FXIIa inh mix: 3
- RORA act: 17
- Cdc25B block: -13
- D1 allo mod: 1.6
- HER2 expr 66K: 87
- TNAP act DEA: 1
- DUSP1 inh: -3
- SF1 activator: 17

Entries of single compounds, looked up by structure. Order of values: Hsp90 inh | FXIIa inh mix | RORA act | Cdc25B block | D1 allo mod | HER2 expr 66K | TNAP act DEA | DUSP1 inh | SF1 activator
COCCOC(=O)C1=C(C)N=C2SCCC(=O)N2C1c1cc(Br)ccc1OC (configuration not stated) across the screens: -2 | 0 | -1 | -8 | -0.29 | 89 | 1 | 2 | -6
CC1(C)NC(=O)N(CC(O)COc2cc3ccccc3cc2C(=O)N2CCCCC2)C1=O (configuration not stated) across the screens: -3 | / | -2 | -4 | / | 71 | 0.9 | -5 | -1

New compounds follow.
SMILES	Hsp90 inh	FXIIa inh mix	RORA act	Cdc25B block	D1 allo mod	HER2 expr 66K	TNAP act DEA	DUSP1 inh	SF1 activator
Cc1ccnc(N2CCCC(C(=O)Nc3cc(F)ccc3C)C2)n1 (configuration not stated)	-5	-7	-6	13	-0.2	76	0.9	-8	-14
O=C(CCC(=O)N1CCCC1)Nc1nnc(C2CCCCC2)s1	3	-24	21	0	-0.49	67	0.8	-2	-5
CCN(CC(=O)NC(C)C)C(=O)c1ccc(S(=O)(=O)N(C)c2ccccc2OC)cc1	1	3	-1	-5	0.13	56	1	-1	-1
O=C(CSc1nnc(Cn2c(=O)sc3ccccc32)n1CCc1ccccc1)N1CCCC1	-2	4	-1	-19	/	110	1	14	-8
Cc1cnc(SCCc2ccncc2)nc1C	-5	2	-20	-6	0.57	119	1	-13	-9
CCOc1cccc(C(=O)Nc2cccc(-c3nnc(-c4ccc(C)cc4)o3)c2)c1	1	7	16	-3	1.1	81	1	37	-11
CCn1c(SCC(=O)c2cc(OC)ccc2OC)nnc1C1CC1	2	1	5	-2	/	187	1	9	-9
Cc1cc(C)n(CCc2nc(-c3cc4ccccc4o3)cs2)n1	-7	13	21	-12	/	88	1	11	12
Cc1csc(NC(=O)c2c(O)c3cccc4c3n(c2=O)CCC4)n1	-5	8	-5	-1	-0.24	55	0.9	27	9
O=C(Nc1c(F)c(F)c(F)c(F)c1F)C1CCCCC1	4	-50	-1	-4	-0.6	81	1	3	-2
O=C(CN1C(=O)NC2(CCCCCC2)C1=O)c1ccc2c(c1)OCCO2	1	19	25	6	-0.44	73	0.9	25	89*
NS(=O)(=O)c1ccc(CNC(=O)c2ccc(Br)o2)cc1	-3	-3	-10	-3	0.85	68	0.9	14	-8
Cc1cnc(Nc2nc3ccccc3o2)nc1C(=O)Nc1cccc(C(F)(F)F)c1	1	-26	11	-2	0.37	12	0.9	-10	-6
COc1ccc(OC)c(C2C(C(=O)c3ccc(C)o3)=C(O)C(=O)N2CCCN2CCOCC2)c1 (configuration not stated)	4	-14	-4	-15	-0.65	100	0.9	14	-15
COc1cccc(N2CCN(C3CC(=O)N(c4ccc(Cl)cc4)C3=O)CC2)c1 (configuration not stated)	-2	13	4	-9	/	83	1	9	-15
CC1CCCCN1C(=O)Nc1cccc(Cl)c1 (configuration not stated)	4	2	0	15	0.79	76	0.9	5	1
CCOc1ccc(C2NC(=O)c3ccccc3O2)cc1 (configuration not stated)	2	0	-1	4	1.5	96	1	6	3
O=C(Nn1c(C2CCC2)nc2ccccc2c1=O)C1CCC1	-1	2	3	-9	0.41	128	1	-17	6
O=C(c1noc2c1CCCC2)N1CCN(c2ccc(F)cc2)CC1	-4	0	-20	-5	-0.61	97	1	4	-8
C=CCNC(=O)c1ccc(OC)cc1OC	-5	6	-4	-3	0.032	135	1	-8	0
O=P1(c2ccccc2)C=Cn2c1cc1c2CCCC1 (configuration not stated)	-2	6	15	-5	-1.4	106	1	-11	13
Cc1cc(NC(=O)Cn2nnc3sc4c(c3c2=O)CCC(C(C)(C)C)C4)no1 (configuration not stated)	-4	5	12	9	4.2	70	0.9	30	-5
Cc1ccc(-n2c(SCC(N)=O)nnc2-c2ccccn2)cc1	-3	-14	4	2	-1.2	73	0.9	-13	-5
